# ABCG2 block = blocks JC-1 efflux by human ABCG2 transporter; Q9UNQ0; IgMXP3 cells, flow cytometry; inhibition, % at 6.6 µM; 0.1% of 190,000 active; AID 1325;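 active = inhibition above 80%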;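 note: 0% = DMSO and 100% = nicardipine control wells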
#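 Test system: IgMXP3 (ABCG2) plus far-red-tagged CCRF-Adr (ABCB1) cells / Amount: 3 million cells/mL in well / Reagent: JC-1 transporter substrate / Timing: 10 min compound exposure, 25 °C / Signal: flow cytometry, 530 nm JC-1 signal / Read-out: percent efflux inhibition, scaled nicardipine 100% to DMSO 0% / Benchmarks: nicardipine as high control, DMSO as low control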
# Bfl-1 Bim block = inhibitors of Bim-Bfl-1 interaction, human. Q16548. Bead-based flow cytometry, Bim-Bfl-1 binding inhibition. inhibition, % at 10 µM. 0.12% of 190,000 active. AID 1008;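 note: 0% = wells without compound plus tracer and 100% = blocker peptide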
# Bcl-B Bim block = disrupts Bim peptide binding to human Bcl-B; inhibition, % at 10 µM; bead-based flow cytometry; Q9HD36; 0.073% of 190,000 active;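 note: 0% = tracer peptide without compound and 100% = reference inhibitor peptide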
# Target sequence (Q9HD36 whole entry, looked up): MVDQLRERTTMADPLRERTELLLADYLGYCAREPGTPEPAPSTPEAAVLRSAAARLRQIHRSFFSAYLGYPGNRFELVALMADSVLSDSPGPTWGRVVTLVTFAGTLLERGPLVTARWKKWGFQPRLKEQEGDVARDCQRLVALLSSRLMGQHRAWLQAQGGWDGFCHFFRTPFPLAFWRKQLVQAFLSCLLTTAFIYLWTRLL
# GSH bead fluor = GSH bead compound fluorescence profile. GSH beads flow cytometry, compound fluorescence 488/530 nm; stronger effect = higher value. fluorescence (KMESF) at 10 µM. 0.25% of 190,000 active; in the data active = fluorescence above about 89;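 note: glutathione beads carrying GST-tagged Bcl family fusion proteins plus one bare bead set; values are compound well signal with DMSO vehicle wells as background; inactives centre near 16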
# ABCB1 inh = blocks JC-1 efflux by human ABCB1 transporter. CCRF-Adr cells, flow cytometry. 0.067% of 190,000 active. inhibition, % at 6.6 µM. AID 1326. P08183; in the data active = inhibition above about 40%;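 note: 0% = vehicle and 100% = reference inhibitor; higher value means more JC-1 retained so stronger ABCB1 efflux block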
# RGS8-Gao reg = modulates binding of RGS8 to human Galphao; P09471; multiplexed bead flow cytometry; actives lie on both sides; response (percent of control binding), % at 10 µM; 0.34% of 220,000 active; AID 1423; in the data active = response below about 60% or above about 140%; inactive = in between;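 note: Galphao activated as the GDP aluminium fluoride complex binding bead-coupled RGS8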
# Target sequence (P09471 whole entry, looked up): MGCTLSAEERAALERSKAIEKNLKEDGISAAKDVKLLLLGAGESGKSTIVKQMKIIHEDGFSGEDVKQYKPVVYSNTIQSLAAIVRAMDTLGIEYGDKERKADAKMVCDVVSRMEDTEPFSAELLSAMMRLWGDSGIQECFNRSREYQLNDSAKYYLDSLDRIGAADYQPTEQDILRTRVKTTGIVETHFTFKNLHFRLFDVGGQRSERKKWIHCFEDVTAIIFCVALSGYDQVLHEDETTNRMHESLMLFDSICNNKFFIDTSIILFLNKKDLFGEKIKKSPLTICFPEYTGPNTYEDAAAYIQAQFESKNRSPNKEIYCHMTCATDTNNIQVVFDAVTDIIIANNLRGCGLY
# RGS4-Gao reg = modulates binding of RGS4 to human Galphao. P09471. Multiplexed bead flow cytometry; actives lie on both sides. binding response (% of control), % at 10 µM. 0.33% of 220,000 active; in the data active = binding response below about 49% or above about 150%; inactive = in between;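 note: fluorescent Galphao activated with aluminum fluoride binding bead-coupled RGS4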
# Bcl-XL Bim block = inhibitors of Bim-Bcl-XL interaction, human. Q07817. inhibition, % at 10 µM. 0.04% of 190,000 active. Bim peptide-Bcl-XL binding, bead flow cytometry, fluorescence
# Target sequence (Q07817 whole entry, looked up): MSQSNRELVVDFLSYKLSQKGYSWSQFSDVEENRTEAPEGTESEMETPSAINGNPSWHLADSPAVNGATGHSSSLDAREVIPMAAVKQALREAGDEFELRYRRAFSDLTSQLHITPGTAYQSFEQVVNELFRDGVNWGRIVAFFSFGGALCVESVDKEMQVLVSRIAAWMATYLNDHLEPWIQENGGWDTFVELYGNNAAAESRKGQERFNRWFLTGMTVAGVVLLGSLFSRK
# Bim-Bcl-W = human Bim-Bcl-W interaction inhibition; 0.02% of 190,000 active; bead-based flow cytometry, Bim peptide-Bcl-W binding; inhibition, % at 10 µM; Q92843;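 note: 0% = bound tracer without compound and 100% = peptide blocker; higher means less fluorescent Bim peptide bound to Bcl-W beads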
# Bcl-2 Bim block = inhibitors of Bim-Bcl-2 interaction, human; AID 950; Bead-based flow cytometry, Bim peptide-Bcl-2 binding; inhibition, % at 10 µM; 0.06% of 190,000 active; in the data active = inhibition above about 40%; inconclusive = no clear call, values can overlap the other calls;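 note: 0% = no compound wells with probe peptide and 100% = reference peptide inhibitor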
# Target sequence (P10415 whole entry, looked up): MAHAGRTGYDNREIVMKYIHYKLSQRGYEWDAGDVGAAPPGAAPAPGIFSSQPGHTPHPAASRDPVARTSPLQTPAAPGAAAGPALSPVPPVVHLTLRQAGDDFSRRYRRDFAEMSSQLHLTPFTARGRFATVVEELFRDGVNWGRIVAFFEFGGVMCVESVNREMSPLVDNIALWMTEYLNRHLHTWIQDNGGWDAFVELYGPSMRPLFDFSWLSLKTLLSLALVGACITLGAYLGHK
# RGS7-Gao = human RGS7-Galphao interaction regulation | P09471 | AID 1439 | binding response (% of control), % at 10 µM | 0.35% of 220,000 active | Multiplexed bead flow cytometry, RGS7-Galphao binding; actives lie on both sides; in the data active = binding response below about 49% or above about 150%; inconclusive = no clear call, values can overlap the other calls; inactive = in between;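 note: fluorescent Galphao held in activated GDP-AlF4 state binding bead-coupled RGS7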
# Active calls of the source: *; u = inconclusive; x = not tested or not shown. Cut-off read from the data, not from the text of the source, unless noted: active = inhibition above about 40%.
SMILES,ABCG2 block,Bfl-1 Bim block,Bcl-B Bim block,GSH bead fluor,ABCB1 inh,RGS8-Gao reg,RGS4-Gao reg,Bcl-XL Bim block,Bim-Bcl-W,Bcl-2 Bim block,RGS7-Gao
Cc1cc2ccc(C)c(C)c2nc1SCC(=O)c1cccs1,0,-10,-7,21,-3.3,100,101,-4,1,-14,101
CCOC(=O)/C(=N\Nc1cc(Cl)ccc1Cl)N1CCN(CC)CC1,8,0,-4,12,0.6,102,100,-3,-3,0,99
COc1ccc(S(=O)(=O)NCC2CCCN(C(=O)c3ccco3)C2)cc1 (stereo not given),0,5,3,21,0.1,105,103,-2,0,-2,99
COc1ccc(C(=O)NCC(=O)OCC(=O)NC(=O)NC2CCCCC2)cc1OC,1,-12,-12,28,0.0,99,99,-7,0,-10,97
CCNC(=O)c1ccc(N(C)S(=O)(=O)c2cccs2)cc1,1,-6,-5,11,0.0,110,107,-6,0,-4,107
Cc1ccc(S(=O)(=O)NCC(=O)NCC(=O)OCC(=O)NC(=O)NC(C)(C)C)cc1C,7,-5,-3,15,1.3,100,102,-2,0,-3,102
COc1ccccc1CN(C)C(=O)C1(c2ccc(Cl)cc2)CC1,0,-13,-6,19,0.2,101,105,-5,-2,-8,105
COc1cccc(C(C(=O)NC2CCCCC2)N(CCN2CCOCC2)C(=O)C2COc3ccccc3O2)c1 (stereo not given),-7,4,0,9,-1.4,99,101,0,-1,0,103
CC1(C)CC(=O)C2=C(C1)Nc1ccccc1NC2,0,-9,-8,10,0.1,103,104,-4,-2,-6,105
Cc1c(N=Cc2c(O)n(C3CCCCC3)c(=O)[nH]c2=O)c(=O)n(-c2ccccc2)n1C,3,-10,-8,10,0.2,102,105,-3,3,-9,101
COC(=O)C1=CN(Cc2ccc(OC)cc2)C=C(C(=O)OC)C1c1cccs1,2,-3,-2,11,1.0,102,102,-1,0,-3,104
O=C(Oc1ccccc1N1C(=O)C2CC=CCC2C1=O)c1ccc(Br)cc1 (stereo not given),4,-18,-13,21,1.7,100,99,-13,-8,-9,100
O=C(NCCN1CCOCC1)NC1(C(F)(F)F)Oc2ccc(Cl)cc2O1 (stereo not given),6,-15,-8,9,0.4,94,89,-10,-5,-5,93
COCCN(C(=S)Nc1cc(C)cc(C)c1)C(C)c1ccco1 (stereo not given),28,-7,-6,11,1.7,100,99,0,-4,-3,97
CCOc1ccc2[nH]c(S(=O)(=O)CC)nc2c1Cl,14,-8,-7,23,0.8,100,103,0,0,-5,100
O=C(CN1CCN(c2ccc(O)cc2)CC1)NC(c1ccccc1)c1ccccc1,6,2,-10,10,0.5,106,103,-9,-1,0,101
Cc1nnc(SCC(=O)NNC(=O)c2ccccc2)n1-c1ccccc1,0,12,9,7,x,88,101,6,3,8,100
CCOc1ccc2c(c1)C(C)=CC(C)(C)N2C(=O)Nc1ccccc1F,2,6,-9,9,x,94,99,-2,0,-1,97
CCOCCCNC(=O)C(NC(=O)c1ccccc1O)c1ccccc1 (stereo not given),1,1,-1,16,0.3,94,87,-4,-4,-6,82
O=C(CSc1ccc(-c2ccco2)nn1)NCc1ccccc1Cl,0,-7,-7,19,-0.1,101,97,-5,-5,-3,99
CCc1nnc(NC(=O)CSc2nnc(-c3ccc(S(=O)(=O)N4CCCC4)cc3)n2CC)s1,3,x,x,30,0.6,103,101,x,x,u,100
COC(=O)CSc1nc2ccc(N)cc2s1,0,0,0,13,0.6,102,101,-4,-1,0,94
O=C1S/C(=C/c2ccccc2)C(=O)N1CC(O)Cn1c2ccccc2c2ccccc21 (stereo not given),2,-5,-6,10,1.2,105,101,-3,1,-3,102
Cc1cccc(NC(=S)N(CCCN2CCOCC2)Cc2cn(C)c3ccccc23)c1,30,2,0,25,7.3,120,111,0,0,1,105
CCOC(=O)c1ccc(N=CC2=C(O)CC(C)(C)CC2=O)cc1,2,-10,-4,16,0.2,111,106,0,1,-2,94
Cc1cc(C(=O)OCC(=O)c2ccc(Cl)c([N+](=O)[O-])c2)c2cccc(C)c2n1,2,-1,-5,8,-1.0,97,87,-5,-5,-2,85
O=S(=O)(CCc1nnc(-c2ccc(Br)cc2)o1)c1ccc(Cl)cc1,3,-10,-6,41,0.8,98,97,1,4,-6,96
CN1CCN(C(=O)c2ccc3c(=O)n(Cc4ccc(Cl)cc4)c(=S)[nH]c3c2)CC1,4,-1,-5,4,1.3,104,102,-3,-1,1,104
COc1ccccc1/C=N/NC(=O)c1cccc(OC(F)(F)C(F)F)c1,12,-11,-9,10,0.8,88,98,-8,-4,-10,98
O=C1C2=C(c3ccccc31)[N+](=O)[C@@H]1CCCC[C@@H]1N2[O-],7,-7,-8,68,1.5,95,92,-11,1,-5,97
CCOC(=O)Cn1c(=O)oc2cc(S(=O)(=O)Nc3ccc(F)cc3)ccc21,2,0,0,22,0.5,104,100,0,0,0,102
COC(=O)C1=C(C)Nc2sc(C(N)=O)c(N)c2C1c1ccncc1 (stereo not given),-1,-1,-7,8,-0.2,103,103,-7,-4,0,101
CNc1ccc(S(=O)(=O)NC)cc1[N+](=O)[O-],6,-3,-4,11,0.6,102,102,0,1,1,u
Cc1ccccc1C(=O)Nc1ccc(C(=O)N/N=C/c2ccc(O)c(Br)c2)cc1,1,3,0,16,5.0,82,96,1,0,0,93
CCCOC(=O)C1=C(C)NC2=C(C(=O)CCC2)C1c1cccc(OC)c1OC (stereo not given),-5,-3,4,28,-4.8,101,100,1,2,1,101
O=C(O)CCC1COc2ccccc2O1 (stereo not given),3,-8,-1,20,0.7,98,105,-3,2,-5,138
COC(=O)Cn1c(=NC(=O)CN2C(=O)CCC2=O)sc2cc(S(N)(=O)=O)ccc21,0,0,-6,5,0.1,96,97,-4,-1,1,96
c1nc2nc3c(c(N4CCOCC4)n2n1)CCCC3,1,-13,-1,17,0.1,99,97,-5,1,-1,95
Cc1cc(Cl)cc(Cl)c1OCCOCCN(C)C,1,0,0,20,-0.2,110,105,2,0,-1,107
Cc1ccc2c(c1)nnn2C1CCN(C(=O)c2cccs2)CC1,2,-11,-4,46,0.3,102,102,-2,1,-4,104
Cc1cccc(CSCCNC(=O)c2ccc(N(C)S(=O)(=O)c3ccccc3)cc2)c1,3,-1,-4,12,0.7,93,104,-2,1,-3,100
Cc1ccc2ccccc2c1COC(=O)c1nonc1N,5,-12,-8,35,-0.1,100,100,-2,0,-8,96
O=C(OCc1nc2scc(-c3ccccc3)c2c(=O)[nH]1)c1cc([N+](=O)[O-])ccc1Cl,20,-10,-9,13,1.5,102,100,-9,-7,-8,96
O=c1cc[nH]c2ccc(Cl)cc12,0,-1,-9,19,0.0,103,101,-2,-3,-1,104
Cc1ccc2c(c1)N(CCC(=O)NCc1ccco1)C(=O)CO2,31,-15,-9,35,0.9,102,102,-9,-2,-10,100
Nc1nc(SCC(=O)Nc2ccc([N+](=O)[O-])cc2)n[nH]1,0,-1,3,25,0.0,104,103,4,2,5,101
O=C(O)CN1CCN(Cc2ccccc2)C1=O,1,-4,-6,10,0.7,103,103,-1,-2,1,101
O=c1c(-c2ccc(F)cc2)[n+]([O-])c2ccccc2n1OCc1ccccn1,5,4,-1,13,0.4,105,103,-3,1,0,99
CCCCCn1c(N)c(-c2nc3ccccc3o2)c2c([N+](=O)[O-])nn(C)c(=O)c21,27,4,-4,11,0.8,106,104,-3,-10,4,99
CC(=O)N1C(=O)/C(=C2\SC(=S)N(NS(=O)(=O)c3ccc(C)cc3)C2=O)c2ccccc21,-1,1,3,15,-0.4,94,95,0,4,1,95
CC(C)(C)CNc1cc(N2CCOCC2)ccc1[N+](=O)[O-],8,-3,-5,11,0.8,102,100,-3,-3,-4,102
COc1ccc2nc(SCC(=O)N3CC(=O)Nc4ccccc43)c(C#N)cc2c1,5,-13,-10,26,1.6,99,98,3,0,-8,96
CCn1c(O)c(/C=C2\C=Nc3ccccc32)sc1=Nc1ccccc1,3,-3,0,7,0.3,96,93,-2,-2,0,92
N#Cc1nc(-c2ccccc2Cl)oc1NCc1ccco1,12,0,-4,27,0.9,105,99,-5,-1,-4,102
CCOc1ccc2[nH]c(=O)c(CN(Cc3nnnn3CCc3ccccc3)CC3CCCO3)cc2c1 (stereo not given),33,-18,-8,21,1.4,101,98,-10,0,-12,100
COC(=O)C1(C)NC(c2cccs2)C2C(=O)N(c3ccccc3F)C(=O)C21 (stereo not given),13,-15,-3,19,1.0,103,99,-3,-2,-4,98
CCOC(=O)C1=C(C)N=C2SC(C)C(=O)N2C1c1ccc(OC(C)=O)c(OC)c1 (stereo not given),2,-21,-9,25,1.4,96,94,-6,-3,-12,93
CCCCCCC(=O)N(O)C1CC(=O)N(c2ccccc2)C1=O (stereo not given),8,-26,-12,38,0.6,98,99,-13,-9,-10,95
Cc1cc(C)nc(SCC(=O)OCC(=O)Nc2nc3ccccc3s2)n1,2,-4,-8,14,0.0,101,105,-11,-6,-6,104
O=C(O)C1C2CCC(C2)C1C(=O)NCCCn1ccnc1 (stereo not given),2,-2,-3,11,1.5,105,99,-4,-3,-2,99

# Following part:
SMILES,ABCG2 block,Bfl-1 Bim block,Bcl-B Bim block,GSH bead fluor,ABCB1 inh,RGS8-Gao reg,RGS4-Gao reg,Bcl-XL Bim block,Bim-Bcl-W,Bcl-2 Bim block,RGS7-Gao
COc1ccc(NC(C)=O)cc1CNC(=O)COc1c(C)c(C)cc(C)c1C,1,-1,-4,8,0.2,100,100,-7,-2,-2,100
COc1ccc(NC(=O)C2CC(=O)OC23CCCCC3)cc1 (stereo not given),0,-2,-5,14,0.0,107,112,-6,-1,1,111
CN(CCc1ccccn1)C(=O)CCC1CCCN(C(=O)c2ccc3c(c2)OCCO3)C1 (stereo not given),0,-2,-2,12,0.4,102,90,-3,-3,-1,94
COc1ccc(N/N=C(/C#N)S(=O)(=O)c2nsc(C)c2C#N)cc1,0,1,-5,20,-0.4,100,101,-3,0,-2,101
COCc1nnc(NC(=O)c2ccc(S(=O)(=O)N3CCCCCC3)cc2)o1,3,-1,-3,10,0.6,98,94,-1,-3,0,97
CCCCOC(=O)Nc1nc2ccc([N+](=O)[O-])cc2s1,3,-9,-6,58,0.7,100,99,-3,-2,-1,98
COc1cccc(C(C(=O)NC2CCCC2)N(Cc2ccc(C)cc2)C(=O)c2ccco2)c1OC (stereo not given),20,-1,-14,9,7.0,99,104,-5,-3,-1,100

# One compound at a time, from the list above.
# CN(CCc1ccccn1)C(=O)CCC1CCCN(C(=O)c2ccc3c(c2)OCCO3)C1 (stereo not given) reads ABCG2 block = 0; Bfl-1 Bim block = -2; Bcl-B Bim block = -2; GSH bead fluor = 12; ABCB1 inh = 0.4; RGS8-Gao reg = 102; RGS4-Gao reg = 90; Bcl-XL Bim block = -3; Bim-Bcl-W = -3; Bcl-2 Bim block = -1; RGS7-Gao = 94
# CCCCOC(=O)Nc1nc2ccc([N+](=O)[O-])cc2s1 reads ABCG2 block = 3; Bfl-1 Bim block = -9; Bcl-B Bim block = -6; GSH bead fluor = 58; ABCB1 inh = 0.7; RGS8-Gao reg = 100; RGS4-Gao reg = 99; Bcl-XL Bim block = -3; Bim-Bcl-W = -2; Bcl-2 Bim block = -1; RGS7-Gao = 98

# Screening results from PubChem.
